From PubChem
POLH inh: DNA polymerase eta (human) inhibition; 390,000 compounds, 1.2% hits; recombinant Pol eta, fluorescent DNA replication assay; Potency, µM (series often up to 114 µM), for inactives: at the highest dose activity change, negative = inhibition, actives largely listed as inhibitors; further: potency means the concentration at half of the fitted maximal effect; on the % scale 0 is the no-effect control and ±100 the full control effect
Target sequence (Q9Y253 whole entry, looked up): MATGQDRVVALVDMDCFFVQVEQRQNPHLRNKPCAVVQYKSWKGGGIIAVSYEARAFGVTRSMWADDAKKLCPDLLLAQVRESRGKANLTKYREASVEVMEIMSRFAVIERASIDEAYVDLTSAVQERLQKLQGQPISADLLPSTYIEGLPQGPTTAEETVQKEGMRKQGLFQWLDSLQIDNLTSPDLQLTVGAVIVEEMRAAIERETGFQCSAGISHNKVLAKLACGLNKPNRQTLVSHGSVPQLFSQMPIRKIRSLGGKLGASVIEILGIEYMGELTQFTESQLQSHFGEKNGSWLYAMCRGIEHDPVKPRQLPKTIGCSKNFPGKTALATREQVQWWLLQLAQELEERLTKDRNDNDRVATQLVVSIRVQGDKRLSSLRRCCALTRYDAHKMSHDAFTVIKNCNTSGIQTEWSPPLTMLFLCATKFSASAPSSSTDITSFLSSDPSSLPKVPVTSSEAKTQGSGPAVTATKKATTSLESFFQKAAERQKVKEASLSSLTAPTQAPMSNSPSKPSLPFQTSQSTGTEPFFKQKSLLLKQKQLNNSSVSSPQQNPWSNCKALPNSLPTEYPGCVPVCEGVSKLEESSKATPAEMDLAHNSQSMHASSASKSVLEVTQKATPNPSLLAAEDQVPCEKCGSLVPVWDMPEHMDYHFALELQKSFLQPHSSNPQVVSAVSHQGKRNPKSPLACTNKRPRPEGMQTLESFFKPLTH
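Pol eta at 10 nM preincubated with compounds 15 min at room temperature; reaction started with fluorescent substrate (50 nM final) and read kinetically at 0 and 10 min.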
LDHA inh: LDHA (human) enzyme inhibition. activity change, % (values are at about 110 or 230 µM). purified LDHA, NADH/diaphorase-resazurin fluorescence; stronger effect = lower value. 480,000 compounds, 0.15% hits. P00338. AID 1347041; in the data active means activity change below about -30%; inconclusive means mostly about -25% to -30%;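 further: plate controls were DMSO wells for no effect and wells without enzyme for full effect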
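Resorufin fluorescence (ex540/em590), read at 0 and 20 min after diaphorase/resazurin addition, reports the NADH left after a 5 min room-temperature reaction of 2 nM human LDH5 with 0.06 mM NADH and 0.2 mM pyruvate.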
GRP78 ERSR act: induces the endoplasmic reticulum stress response in human glioma cells; U87-MG GRP78 promoter luciferase reporter, 16 h; Potency, µM, for the others: at the highest dose activation, actives largely listed as activators; 420,000 compounds, 0.02% hits; AID 602332; further: potency means the concentration at half of the fitted maximal effect; series mostly up to about 76 µM; % of control where 0% means no effect; nearly all actives have a fitted effect of over 35% in size
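Stably transfected U87-MG human glioma cells carrying a GRP78-based luminescent sensor were seeded at 1000 cells/well, pin-dosed with compounds and incubated 16 h. Luciferase reagent was then added, and end-point luminescence was read after 10 min at room temperature.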
The depositor's hits bear a star; ? = inconclusive. Unless noted, the call rests on the fitted dose curve; in most records, active means well fitted curve in the direction sought with a large enough effect; inconclusive means small, poorly fitted or top-dose-only effect, or another doubt; inactive means no such curve, though single readings can be large; an effect the other way counts as inactive or inconclusive. Not all compounds are listed; rates above refer to the full screens.

SMILES | POLH inh | LDHA inh | GRP78 ERSR act
C[C@@H]1CN([C@H](C)CO)C(=O)CCCn2nncc2CO[C@@H]1CN(C)C(=O)NC1CCCCC1 | 0.3% | 0.0 | -2.3%
O=C1CCC(C(=O)OCC(=O)Nc2ccc(OC(F)F)cc2)=NN1 | -15.6% | -5.9 | 0.2%
O[C@H]1CN(CC2CCCCC2)[C@@H](c2ccc(Cl)cc2)C[C@@H]1n1cc(-c2ccc(F)cc2)nn1 | -11.5% | -0.5 | -2.8%
COc1ccc(CN2CCN(Cc3c[nH]c4ccccc34)CC2)c(OC)c1 | -3.0% | -32.5* | -2.5%
CCOc1ccc(NS(=O)(=O)c2ccc(C(=O)NCC3CCCO3)cc2)cc1 (configuration not stated) | -9.2% | 0.4 | -3.0%
Cc1ccc2c(C)c(C(=O)N3CCC(C(N)=O)(N4CCCCC4)CC3)oc2c1C | -1.6% | -0.4 | 12.5%
Cc1cccc(N=Cc2ccccc2O)c1C | -5.1% | 0.1 | -2.0%
CCN(CC)CCCC(C)n1c(C)cc(C(=O)NS(=O)(=O)c2ccc(C)cc2)c1C (configuration not stated) | -22.3% | -4.0 | -6.1%
COCCN(C(=S)Nc1ccc(OC)c(Cl)c1)C1CCN(C(C)=O)CC1 | -8.8% | -8.8 | -0.3%
COc1ccc(-c2ccc(CCC(=O)O)n2-c2cc(OC)ccc2OC)cc1 | 2.8% | 9.1 | -4.5%
O=C1C=C(C#Cc2ccccc2)C[C@@H](c2ccc(F)cc2)C1 | -10.4% | -11.3 | ?
CN(C)c1ccc2nc3ccc(=O)cc-3sc2c1 | 39.8µM* | 16.3 | -3.5%
CC(C)(C)C1CCNC(=O)CC1 (configuration not stated) | -10.3% | -2.1 | -3.7%
c1cnc(NCCSSCCNc2ncccn2)nc1 | 4.5% | -8.0 | -3.6%
COc1ccc(S(=O)(=O)N2CCC(C(=O)N[C@@H](C)C(=O)NCc3ccco3)CC2)cc1 | -3.6% | -0.7 | -0.7%
C[C@@H]1CN([C@H](C)CO)C(=O)CCCn2nncc2CO[C@@H]1CN(C)S(C)(=O)=O | -3.2% | -1.7 | -3.6%
Cc1noc(C)c1NC(=O)N(C)C[C@H]1OCc2cnnn2CCCC(=O)N([C@@H](C)CO)C[C@H]1C | -12.8% | -1.5 | -2.4%
Cc1nnc(NC(=O)CCC2CCCCC2)s1 | -1.0% | -2.2 | -2.0%
CCN(CC)C(=O)C1=C(C)N(Cc2ccccc2)C(=O)C(CC(=O)NC2CCCC2)C1 (configuration not stated) | -5.1% | 1.0 | -2.0%
O=C(Cn1sc2ccccc2c1=O)Nc1ccccc1 | -8.2% | -21.6 | -2.4%
C[C@@H]1CN([C@@H](C)CO)S(=O)(=O)c2ccc(Br)cc2O[C@H]1CN(C)Cc1ccccn1 | -16.5% | -2.0 | -0.9%
CCN(CC)C(=O)C1=C(C)N(Cc2ccccc2)C(=O)C(CC(=O)NCCc2ccccn2)C1 (configuration not stated) | -16.3% | 0.2 | 0.7%
Cc1nn(CC(=O)NC2CC2)c(C)c1S(=O)(=O)N(C)C | 0.2% | -6.6 | -6.2%
COc1ccc2cc(/C(C)=N/NC(=O)c3cc(C)oc3C)ccc2c1 | -13.5% | -3.4 | -1.6%
CCN(CC)C(=O)C1=C(C)N(CCCOC)C(=O)C(CC(=O)NCCCN(C)C)C1 (configuration not stated) | -4.9% | -1.5 | -6.0%
(list continues)
SMILES | POLH inh | LDHA inh | GRP78 ERSR act
C[C@H](CO)N1C[C@H](C)[C@@H](CN(C)CC2CC2)OCc2cnnn2CCCC1=O | -2.9% | -12.5 | 0.2%
CC(C)CC1C(=O)N(Cc2cn(CC3CCCCC3)nn2)CCS(=O)(=O)N1Cc1ccc(-c2ccc(Cl)c(Cl)c2)cc1 (configuration not stated) | -19.4% | -4.5 | -3.6%
CCOC(=O)c1ccc(NC(=O)c2nc[nH]c2C(=O)N[C@@H](C)CO)cc1 | 0.7% | -12.7 | -2.4%
FC(F)(F)C1=NNC(c2ccc3ccccc3c2)=NN1 | -10.1% | -14.7 | 1.3%
C[C@H](CO)N1C[C@H](C)[C@H](CN(C)C(=O)Nc2ccc(C(F)(F)F)cc2)Oc2ncc(-c3cccnc3)cc2C1=O | -15.3% | -9.1 | -5.0%
CCCCCCN1C[C@H](n2cc(COC(=O)c3ccccc3)nn2)[C@@H](O)C[C@@H]1c1ccc(C)cc1 | ? | 4.0 | -10.5%
CCOC(=O)c1csc(-c2csc(CCNC(=O)c3ccccc3)n2)n1 | -1.8% | -1.2 | 1.2%
Cc1nc(SCC(=O)N2CCCC2=O)c2c(C)c(C)sc2n1 | -3.1% | -15.1 | 0.7%
O=C(COC(=O)Cn1cnc2ccccc21)Nc1ccc(Br)cc1 | -4.6% | -0.4 | -1.3%
COc1cc(NC(=O)CCNC(=O)N2CC(=O)Nc3ccccc32)cc(OC)c1OC | -8.0% | 5.7 | -2.3%
C[C@@H]1CN([C@H](C)CO)C(=O)CCCn2cc(nn2)CO[C@H]1CN(C)C(=O)NC1CCCCC1 | -8.3% | -18.0 | -1.1%
O=C(c1ccccc1F)N1CCCC(N2CCN(Cc3ccc4c(c3)OCO4)CC2)C1 (configuration not stated) | -11.4% | -1.8 | -3.3%
Cc1ccc(S(=O)(=O)N(C)CC(=O)N(C)Cc2cccs2)cc1 | -20.0% | 0.2 | -3.9%
CCn1c(=O)c2[nH]c(Cl)nc2n(CC)c1=O | -18.0% | -4.2 | 2.4%
Cc1ccc(NC(=O)COC(=O)c2ccco2)cc1S(=O)(=O)N1CCCCC1 | -22.1% | -1.3 | -2.6%
CCOc1ccccc1OCCCC(=O)N1CCN(S(=O)(=O)c2ccccc2C#N)CC1 | -9.8% | -2.6 | -2.9%
Cc1ccc2c(c1)=N/C(=N\c1[nH]c(O)c3ccccc13)N=2 | -2.4% | -2.8 | ?
CCOC(=O)c1c(C)cc2c(CO)n[nH]c(=O)c2c1C | -3.1% | -2.2 | -2.5%
CC1=C(C(=O)N2CCOCC2)CC(CC(=O)NCc2cccs2)C(=O)N1CCC1=CCCCC1 (configuration not stated) | -19.1% | 1.9 | -0.5%
Cc1noc(C)c1NC(=O)N(C)C[C@@H]1Oc2ncc(C#CC3CC3)cc2C(=O)N([C@@H](C)CO)C[C@@H]1C | -10.6% | -7.3 | -3.3%
COc1ccc(NC2CCCN(C(=O)c3ccccc3-c3ncc[nH]3)C2)cc1 (configuration not stated) | -1.3% | 3.6 | -5.2%
C[C@H]1CCCCO[C@@H](CN(C)C(=O)NC2CCCCC2)[C@@H](C)CN([C@@H](C)CO)C(=O)c2cc(NC(=O)Cc3ccccc3)ccc2O1 | -12.6% | -8.7 | -1.2%
N#Cc1ccc(-c2nc3ccc(Br)cn3c2Cc2ccccc2)cc1 | -16.9% | 1.1 | 4.1%
CCN1C(=O)[C@H]2[C@@H](c3ccc(OC)cc3)N[C@]3(CCCN(Cc4ccccc4)C3=O)[C@H]2C1=O | -2.6% | -1.4 | -2.9%
COc1cccc(C(=O)N2CCN(c3nc4cc(C)cc(C)c4cc3C#N)CC2)c1 | -3.6% | -2.3 | -4.7%
Next section:
SMILES | POLH inh | LDHA inh | GRP78 ERSR act
O=C(Cc1ccc(Br)cc1)Nc1cccc(S(=O)(=O)N2CCCCC2)c1 | -13.0% | 3.7 | -5.4%
O=C(CCOc1ccccc1)N1CCCC(Nc2ccccc2)C1 (configuration not stated) | -17.3% | -2.1 | -3.9%
CC(C)n1ncc2c(C(=O)N3CCN(S(=O)(=O)c4cccc(F)c4)CC3)cc(C3CC3)nc21 | -5.9% | 1.9 | -5.5%
N#Cc1cnc2nc1NCCCCCCC2 | -1.7% | -3.1 | -3.3%
COc1ccc(C(=O)N(C)[C@H]2C[C@H]3c4[nH]c5ccccc5c4CCN3C(=O)[C@H]2CO)cc1 | -11.4% | 0.4 | -1.8%
CC(=O)N(C(C)=O)c1ccc(Oc2ccc(Oc3ccc(N(C(C)=O)C(C)=O)cc3)cc2)cc1 | 2.4% | -9.5 | 1.6%
CN(c1ccccc1)S(=O)(=O)c1cccc(NC(=O)CCNC(=O)c2ccco2)c1 | -3.5% | -1.5 | -2.0%
CC(=O)c1ccccc1NC(=O)COC(=O)C1COc2ccccc2O1 (configuration not stated) | -6.8% | -2.7 | -4.3%
CCN(C(=O)Cn1cc(C(F)(F)F)ccc1=O)C1CCS(=O)(=O)C1 (configuration not stated) | 5.0% | -12.9 | -2.4%
CCCCN1C(=O)C(CC(=O)NC2CCCCC2)CC(C(=O)N(C(C)C)C(C)C)=C1C (configuration not stated) | -15.6% | 1.3 | -2.4%
COc1ccc(CN2CCC[C@]3(N[C@H](c4ccc(OC)cc4)[C@@H]4C(=O)N(Cc5ccccc5)C(=O)[C@@H]43)C2=O)cc1 | -2.8% | -5.7 | -1.3%
CCCCOC(=O)C1=C(C)N(C)C(=O)NC1c1cc2c(cc1Br)OCO2 (configuration not stated) | -12.5% | 0.0 | -4.2%
Cc1ccc(S(=O)(=O)NN=Cc2ccccc2Cl)cc1 | -13.4% | -5.8 | -0.9%
CC(C)C[C@H](NC(=O)c1[nH]cnc1C(=O)Nc1ccccc1F)C(=O)OC(C)(C)C | ? | 5.1 | -12.4%
CCN1C(=O)C(C)C=C(C)C=C1C (configuration not stated) | -11.0% | -1.7 | -3.7%
COc1ccc(C2CCCCCN2C(=O)C2CCN(S(=O)(=O)c3ccc(C)cc3)CC2)cc1 (configuration not stated) | -13.6% | -7.5 | 0.2%
O=C1COC(c2ccccc2O)=NN1CCCl | -5.3% | 1.2 | -4.8%
CC(=O)N(C)C[C@H]1Oc2ncc(Br)cc2C(=O)N([C@H](C)CO)C[C@@H]1C | -6.7% | -1.3 | -2.7%
Cc1ccccc1S(=O)(=O)N(C)C[C@@H]1OCc2ccccc2-c2c(n(C)c3ccccc23)C(=O)N([C@H](C)CO)C[C@@H]1C | -24.3% | 0.8 | -3.3%
CCCCCNC(=O)c1ccc(NC(=O)CC2SC(N3CCCC3)=NC2=O)cc1 (configuration not stated) | -26.2% | -1.9 | 2.6%
CC1=NN(c2ccccc2)C(=O)C1=Cc1ccccc1 | -2.1% | 6.8 | -4.1%
O=S1(=O)CCN(Cc2cccnc2)CC1 | -1.9% | -2.4 | 1.6%
CCOc1ccc(S(=O)(=O)c2ccc(C)cc2)c2c1no[n+]2[O-] | -1.0% | -0.9 | -6.9%
CN(CC(=O)Nc1cccc(F)c1)C(=O)Cc1ccsc1 | -12.6% | 4.2 | -1.6%
CC1(C)CC(=O)C=C(c2ccc(COC(=O)C3CC3)cc2)C1=O | -14.8% | -2.1 | 10.0%
Later entries
SMILES | POLH inh | LDHA inh | GRP78 ERSR act
CN1C(=O)[C@H]2[C@@H](c3ccc(C(F)(F)F)cc3)N[C@]3(CCCN(Cc4cccn4C)C3=O)[C@H]2C1=O | -14.4% | -6.5 | -2.4%
COc1ccc(S(=O)(=O)N(C)C[C@H]2Oc3ncc(-c4ccncc4)cc3C(=O)N([C@@H](C)CO)C[C@@H]2C)cc1 | -5.4% | -0.2 | 1.1%
C[C@@H]1CCCCO[C@H](CN(C)S(=O)(=O)c2cccs2)[C@@H](C)CN([C@H](C)CO)C(=O)c2cc(NC(=O)Nc3ccc4c(c3)OCO4)ccc2O1 | 5.2% | 6.1 | -2.6%
CCCCc1c(O)nc(SCC(=O)N2CCOCC2)n(-c2ccc(C)cc2)c1=O | -5.2% | -5.9 | 1.2%
COc1ccc(NC(=O)c2ccc(NC(=O)CN3CCN(c4ccccc4OC)CC3)cc2)cc1 | -2.3% | -15.4 | -5.9%
O=C(c1ccccc1)c1ccc(C(=O)N2CCN(c3ccccc3O)CC2)cc1 | -13.4% | 3.1 | -2.4%
C[C@@H](NC(=O)c1ncn2c1c(=O)[nH]c1cccnc12)c1ccccc1 | -6.7% | -1.4 | -6.4%

One compound at a time, as listed above. Order of values: POLH inh	LDHA inh	GRP78 ERSR act
CN1C(=O)[C@H]2[C@@H](c3ccc(C(F)(F)F)cc3)N[C@]3(CCCN(Cc4cccn4C)C3=O)[C@H]2C1=O across the screens: -14.4%	-6.5	-2.4%
C[C@@H]1CCCCO[C@H](CN(C)S(=O)(=O)c2cccs2)[C@@H](C)CN([C@H](C)CO)C(=O)c2cc(NC(=O)Nc3ccc4c(c3)OCO4)ccc2O1 across the screens: 5.2%	6.1	-2.6%
O=C(c1ccccc1)c1ccc(C(=O)N2CCN(c3ccccc3O)CC2)cc1 across the screens: -13.4%	3.1	-2.4%
C[C@@H](NC(=O)c1ncn2c1c(=O)[nH]c1cccnc12)c1ccccc1 across the screens: -6.7%	-1.4	-6.4%

A different layout for part of the listing above.
Order of results – POLH inh | LDHA inh | GRP78 ERSR act
> CN1C(=O)[C@H]2[C@@H](c3ccc(C(F)(F)F)cc3)N[C@]3(CCCN(Cc4cccn4C)C3=O)[C@H]2C1=O
  -14.4% | -6.5 | -2.4%
> CCCCc1c(O)nc(SCC(=O)N2CCOCC2)n(-c2ccc(C)cc2)c1=O
  -5.2% | -5.9 | 1.2%
> C[C@@H](NC(=O)c1ncn2c1c(=O)[nH]c1cccnc12)c1ccccc1
  -6.7% | -1.4 | -6.4%
